CYP2C19 inhib: blockers of cytochrome P450 2C19 activity – biochemical, luminescence, ADME assay, primary screen; CYP2C19 Supersomes, luciferin-H EGE luminescence, 30 min; inhibition, % at 5 µM; hit rate 21% among 96,000; AID 778, 2007;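 active = CYP2C19 inhibition above a set limit at 5 µM in the primary screen, cut at about 50% in these data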;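 also: plate controls were negative control wells for no effect and 2.5 mM tranylcypromine positive control for full effect; values of inactives mirror those of a sister screen read the other way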
CYP2C9 act: human CYP2C9 activators, primary screen, biochemical, luminescence. Cytochrome P450 2C9 (Homo sapiens), P11712. AID 1024, 2008. recombinant CYP2C9, luciferin-H conversion; hits give high values; factor 1 = untreated enzyme, 0 = blocked. activation factor at 5 µM. hit rate 1.4% among 96,000;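 active = activation factor of 2 or more for CYP2C9 at a 5 µM dose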;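 also: 0 = sulfaphenazole-blocked wells and 1 = vehicle-only wells; values of inactives mirror those of a sister screen read the other way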
Pyk2 oligo antag: antagonists of Pyk2 self-association, primary screen, Q293 cells, FERM NanoBiT luminescence, HTS. z-score (the deposit names both 25 µM and 10 µM). Protein-tyrosine kinase 2-beta (Homo sapiens), Q14289. hits give low values. hit rate 0.83% among 99,000;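 active = Z-score of -3 or lower, scaled per plate to the spread of control and sample wells; inactive = z-score above -3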;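 also: negative z-score means lost luminescence so less FERM oligomerization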
CYP2C9 inh: blockers of cytochrome P450 2C9 activity – biochemical, luminescence, ADME assay, primary screen; hit rate 20% among 96,000; P11712; CYP2C9 Supersomes, luciferin-H conversion; inhibition, % at 5 µM;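 active = blocking of liver enzyme CYP2C9 beyond about 50% at 5 µM, limit read from the data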; also: values of inactives mirror those of a sister screen read the other way
PLAP act: PLAP enzyme activators, biochemical, luminescence, HTS | Alkaline phosphatase, placental type (Homo sapiens), P05187 | purified PLAP enzyme, luminescent substrate read-out; hits give high values | activation fold at 20 µM | hit rate 1.2% among 96,000 | AID 696, 2007; in the data active = activation fold above about 2
Target sequence (P05187 whole entry, looked up): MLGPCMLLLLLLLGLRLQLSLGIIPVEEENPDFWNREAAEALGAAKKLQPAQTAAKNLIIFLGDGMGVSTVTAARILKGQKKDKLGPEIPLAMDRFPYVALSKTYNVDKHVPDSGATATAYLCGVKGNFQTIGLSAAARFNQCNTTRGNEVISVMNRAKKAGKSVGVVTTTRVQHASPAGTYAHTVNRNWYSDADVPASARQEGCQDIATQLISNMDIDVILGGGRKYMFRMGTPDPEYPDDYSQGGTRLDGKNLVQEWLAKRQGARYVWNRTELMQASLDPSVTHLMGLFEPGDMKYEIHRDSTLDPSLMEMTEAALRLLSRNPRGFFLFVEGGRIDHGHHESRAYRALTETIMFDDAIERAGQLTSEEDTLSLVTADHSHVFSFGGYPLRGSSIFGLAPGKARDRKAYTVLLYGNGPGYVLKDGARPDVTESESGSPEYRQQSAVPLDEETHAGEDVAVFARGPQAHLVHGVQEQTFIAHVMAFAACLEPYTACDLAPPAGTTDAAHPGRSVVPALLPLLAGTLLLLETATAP
MT1-MMP txn act: MT1-MMP promoter reporter activation – cell-based, luciferase luminescence, primary screen. AID 750, 2007. hit rate 0.16% among 86,000. HT1080 MT1-MMP promoter luciferase reporter, overnight; hits give high values. activation factor at 10 µM;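 active = activation factor of at least 2 for MT1-MMP transcription at 10 µM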
Mac1 fbg enh: enhancers of CD11b/CD18 adhesion to fibrinogen, primary screen, K562 cells, luminescence. ATPlite luminescence. AID 1499, 2009. activation, % at 10 µM. Integrin beta-2 (Homo sapiens) + Integrin alpha-M (Homo sapiens), P05107+P11215. hit rate 0.07% among 93,000;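 active = 10 µM primary screen giving 50% or more activity, confirmed by 40% or more on retest at that dose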; also: strong numbers were not always called active; reference of the scale not given here
CYP2C19 activ: human CYP2C19 activators, primary screen, biochemical, luminescence; activation factor at 5 µM; recombinant CYP2C19, luciferin-H EGE luminescence; hits give high values; 0 = fully inhibited enzyme, 1 = untreated enzyme; Cytochrome P450 2C19 (Homo sapiens), P33261; 96,000 tested, under 10 active;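 active = activation factor of at least 2 at 5 µM in the primary screen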;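 also: 0 = wells with 2.5 mM tranylcypromine and 1 = vehicle-only wells; values of inactives mirror those of a sister screen read the other way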
Mac1 fbg inh: inhibitors of CD11b/CD18 adhesion to fibrinogen, primary screen, K562 cells, luminescence. hit rate 0.54% among 93,000. inhibition, % at 10 µM. Integrin beta-2 (Homo sapiens) + Integrin alpha-M (Homo sapiens), P05107+P11215. ATPlite luminescence; Mn2+ added to activate the integrin;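 active = primary inhibition of 50% or more at 10 µM, then 40% or more on retest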; also: some results filed as inactive read as strong as hits
The depositor's hits bear a star; / = no result given.

CYP2C19 inhib	CYP2C9 act	Pyk2 oligo antag	CYP2C9 inh	PLAP act	MT1-MMP txn act	Mac1 fbg enh	CYP2C19 activ	Mac1 fbg inh	Compound
-7	1.1	0.55	-5	1.2	0.9	/	1.1	/	COc1ccc(Cc2nnc(NC(=O)Cn3cnc4c3c(=O)n(C)c(=O)n4C)s2)cc1OC
63*	1.1	0.69	-15	1.6	1.1	-1	0.4	-25	O=C(NCc1ccccc1)c1ccc(/C=N/O)nc1
20	1	/	0	0.7	/	-2	0.8	10	CC(=O)c1oc2ccccc2c1NC(=O)CCCN1C(=O)c2ccccc2C1=O
29	1	0.82	-3	0.8	1	-6	0.7	2	CCS(=O)(=O)N1CCN(C(=O)c2cccc(OC)c2)CC1
24	0.9	1	6	1.2	/	1	0.8	-2	COc1ccc(/C=C2/C(=O)N=C3SCCN32)cc1
29	0.8	-0.82	19	1.1	/	-3	0.7	8	CCN(CC#CCC1(O)c2ccccc2-c2ccccc21)C(C)C
3	0.8	1.5	16	0.9	/	2	1	-12	CCOC(=O)c1cnc2ccc(Br)cc2c1NCCO
86*	0	-0.09	97*	1.1	1.1	-1	0.1	-5	CCC(=O)NC(Nc1nc2ccc(C)cc2s1)(C(=O)OC)C(F)(F)F (centres undefined)
81*	1.2	0.41	-25	0.7	1.1	3	0.2	2	COc1ccc(CNC(=S)Nc2cccc(C)c2)cc1
17	0.7	0.49	31	1.5	/	/	0.8	/	COc1ccc(C2CC(=O)C3=C(C2)NC(C)=C(C(=O)Nc2ccccc2C)C3c2coc3ccc(C)cc3c2=O)cc1OC (centres undefined)
-4	0.9	-0.38	10	1	1	-1	1	0	CCC(=O)Nc1nc(C)c(Oc2ccccc2)c(=O)[nH]1
29	0.8	-0.34	16	0.7	/	3	0.7	-7	CCc1ccccc1NC(=O)/C(=C/c1ccccc1)c1ccccc1
-3	0.9	1	11	0.9	1.1	-5	1	2	CC(=O)c1cccc(NC(=O)c2oc(C)nc2C)c1
4	0.6	0.19	44	1.3	1	3	1	9	O=C(O)C1CCCCC1C(=O)NCCCCc1ccccc1 (centres undefined)
92*	0.3	-1.8	68*	1.6	1.1	2	0.1	-6	CC(C)C(c1nnnn1Cc1ccccc1)N1CCN(Cc2ccc3c(c2)OCO3)CC1 (centres undefined)

Further compounds follow:
CYP2C19 inhib	CYP2C9 act	Pyk2 oligo antag	CYP2C9 inh	PLAP act	MT1-MMP txn act	Mac1 fbg enh	CYP2C19 activ	Mac1 fbg inh	Compound
-11	1.1	-0.18	-15	0.8	1	-5	1.1	-3	COc1ccc(-n2nnnc2SCC(N)=O)cc1
83*	2.1*	-0.33	-109	0.8	1	-1	0.2	-33	O=C1c2ccccc2C(=O)N1CSc1nnnn1-c1ccccc1
2	1.2	/	-19	1	1.2	7	1	4	COc1cccc(-n2c(Cc3cc(=O)[nH]c(=O)[nH]3)nnc2SCC(=O)N2CCCCC2)c1
16	0.1	-1.7	88*	1.8	0.9	-5	0.8	28	O=c1[nH]c2ccccc2n1CCCSCCCn1c(=O)[nH]c2ccccc21
67*	1.5	-0.74	-47	1.1	/	/	0.3	/	O=C(C(=O)N1CCCc2ccccc21)c1c[nH]c2ccccc12
57*	0.4	-0.06	56*	1.4	1.2	-4	0.4	21	Cc1cc(NC(=O)CN2CC(C)OC(C)C2)n(-c2nc3ccccc3s2)n1 (centres undefined)
1	0.8	0.27	16	1	1.1	-5	1	-9	CC(C)N1C(=O)CCC1C(=O)N1CCCc2ccccc21 (centres undefined)
81*	0.3	-0.42	71*	0.7	1.3	-1	0.2	0	O=C1CC(SCc2nc3ccccc3[nH]2)C(=O)N1c1cccc(F)c1 (centres undefined)
82*	0.3	-0.57	69*	0.9	1.3	-3	0.2	-8	COc1ccc2c(c1)CCc1c(C(=O)NCCCn3ccnc3)noc1-2
2	1	0.84	1	0.9	1.1	-4	1	9	Cc1cccc(N2CC(C(=O)Nc3ccc4c(c3)OCO4)CC2=O)c1C (centres undefined)
-7	1	-1.1	-2	1.1	/	-2	1.1	7	Cc1ccccc1C(=O)c1c[nH]c(C(=O)NCc2cccs2)c1
71*	0.3	-1.9	70*	1.5	1	-2	0.3	14	Cc1ccc2c(CN3CCN(S(=O)(=O)c4ccc5c(c4)OCCO5)CC3)cc(=O)oc2c1C
19	0.5	/	50	0.8	1.2	-2	0.8	8	CCCC(=O)Nc1nnc(-c2ccc(Cl)s2)o1
75*	0	/	98*	1	1	-1	0.2	30	CN1C(=O)/C(=C/c2cn(CC(=O)N3CCCCC3)c3ccccc23)c2ccccc21
42	0.7	2.1	33	1	1	-3	0.6	4	CCOC(=O)c1ccc(NC(=O)CCOc2ccc(C)cc2)cc1

3 of these compounds in another layout:
canonical_smiles	CYP2C19 inhib	CYP2C9 act	Pyk2 oligo antag	CYP2C9 inh	PLAP act	MT1-MMP txn act	Mac1 fbg enh	CYP2C19 activ	Mac1 fbg inh
Cc1ccccc1C(=O)c1c[nH]c(C(=O)NCc2cccs2)c1	-7	1	-1.1	-2	1.1	/	-2	1.1	7
O=c1[nH]c2ccccc2n1CCCSCCCn1c(=O)[nH]c2ccccc21	16	0.1	-1.7	88*	1.8	0.9	-5	0.8	28
Cc1cc(NC(=O)CN2CC(C)OC(C)C2)n(-c2nc3ccccc3s2)n1 (centres undefined)	57*	0.4	-0.06	56*	1.4	1.2	-4	0.4	21

Next part.
CYP2C19 inhib	CYP2C9 act	Pyk2 oligo antag	CYP2C9 inh	PLAP act	MT1-MMP txn act	Mac1 fbg enh	CYP2C19 activ	Mac1 fbg inh	Compound
60*	0.8	1.1	16	1	1.1	1	0.4	-2	Nn1cc(-c2ccccc2)nc1SCC(=O)NCCN1C(=O)CSC1=O
16	1	-0.65	4	1	/	-4	0.8	21	Cc1ccc2nc(NC(=O)CN(C)S(=O)(=O)c3ccc(Br)s3)sc2c1
-3	1.1	0.76	-14	1	1.3	/	1	/	O=C1C(SC(F)(F)C(F)F)=C(C(F)(F)F)OC2C3C=CC(C3)C12 (centres undefined)
68*	0.9	0.76	7	1.5	1.4	-1	0.3	-6	CSc1ccccc1N=Cc1nc(-c2ccccc2)oc1O
8	0.7	1.7	26	1.1	1.1	0	0.9	-4	Cc1c(C(=O)O)nnn1-c1ccccc1
36	0.7	-0.91	25	0.7	/	/	0.6	/	Cc1ccc(NC(=O)c2ccc(-n3cccn3)c([N+](=O)[O-])c2)cc1
-12	1.1	0.67	-10	0.9	1	-1	1.1	2	CCN(CC)C(=O)Cn1c(=O)n(C)c2ccccc21
54*	0.9	-0.95	11	0.8	/	0	0.5	-4	CC(NS(=O)(=O)c1ccccc1)C1COc2ccccc2O1 (centres undefined)
44	0.2	0.92	77*	1.7	1.2	-4	0.6	10	CCCCOC(=O)n1c(SCC(=O)N(C)C)nc2ccccc21
59*	0.3	-0.85	70*	0.9	1.2	-2	0.4	-1	COc1ccc(NC(=O)CSc2nccn2-c2cccc(OC)c2)cc1
4	1	/	4	1.1	/	1	1	-12	O=C(Nc1nnc(-c2ccccc2)o1)C1CCCCC1
15	0.8	-0.06	22	0.8	1.3	-8	0.8	-4	CC(C)n1cc(/C=C2\NC(=O)N(c3cccc(Cl)c3)C2=O)c2ccccc21
98*	1.4	-1.3	-38	1.2	/	/	0	/	COc1cc(SC)ccc1C(=O)N(C)Cc1ccccc1
44	1.3	-0.51	-29	0.8	1.5	-5	0.6	1	Cc1ccccc1CSc1nnc(-c2ccccn2)n1N
8	0.9	1.5	8	1.1	/	-2	0.9	-10	O=[N+]([O-])c1cn(Cc2ccc(Cl)cc2)cn1

Next section.
CYP2C19 inhib	CYP2C9 act	Pyk2 oligo antag	CYP2C9 inh	PLAP act	MT1-MMP txn act	Mac1 fbg enh	CYP2C19 activ	Mac1 fbg inh	Compound
45	1	0.83	2	0.8	1.3	/	0.6	/	COC(=O)[C@@H](NC(=O)NCc1ccccc1Cl)C(C)C
54*	0.1	-2.5	95*	1	1.2	-2	0.5	18	c1ccc(C(c2c[nH]c3ccccc23)c2c[nH]c3ccccc23)nc1
12	1	/	4	0.9	/	5	0.9	-5	Cc1cccc(C(=O)NCCc2csc(C)n2)c1
92*	0.1	1.9	85*	1	1.9	3	0.1	-9	O=S(=O)(Nc1ccc2nc(-c3ccco3)[nH]c2c1)c1ccccc1
85*	0.9	0.23	7	1	0.9	2	0.1	-11	COc1ccccc1OCCn1c(C(C)O)nc2ccccc21 (centres undefined)
17	0.8	1.4	16	0.8	1.1	-8	0.8	0	COC(=O)C1CCCN1C(=O)c1cccs1 (centres undefined)
-14	1.1	0.68	-14	1	1.1	3	1.1	15	Cc1c(NC(=O)Nc2ccc(Cl)cc2)c(=O)n(-c2ccccc2)n1C
-5	1.1	/	-8	1.3	1	-3	1.1	5	Cc1cc(C)nc(SCCn2c(N3CCC(C)CC3)nc3c2c(=O)n(C)c(=O)n3C)n1
59*	0.3	1.6	67*	2*	1.1	-2	0.4	10	CCc1ccccc1NC(=O)CSc1nnc([C@@H](NC(=O)OC(C)(C)C)C(C)CC)o1 (some centres undefined)
27	0.8	-0.26	15	1.1	1.1	1	0.7	10	CCOC(=O)c1sc(=S)n(CC)c1NC(=O)CC
14	0.6	1.1	35	0.9	1.1	-2	0.9	-11	O=C(NCc1ccc2c(c1)OCO2)c1cccc(S(=O)(=O)N2CCOCC2)c1
32	0.2	-1.2	77*	1.2	/	/	0.7	/	CCN(c1ccccc1)S(=O)(=O)c1ccc(NC(=S)NC(=O)c2cccs2)cc1
7	0.8	0.08	16	1.2	1	/	0.9	/	C1CCc2c(nc3nnnn3c2NC2CCCC2)C1
29	0.5	0.73	50*	0.9	1.1	-5	0.7	20	Clc1ccc(Cl)c(-c2nn3c(COc4ccccc4)nnc3s2)c1
-3	1.1	0.9	-14	1	1.1	22	1	4	COc1cccc(NC(=O)CSc2nnc(CN3CCOCC3)n2C)c1
-9	1.2	0.27	-23	0.9	/	-4	1.1	-9	CN(CCO)Cc1csc2ccc(Br)cc12

Screening results: PubChem, Sanford-Burnham Center for Chemical Genomics
